GRIN3A LBD mod: NR3A (human) ligand-binding domain modulation | 340,000 compounds, 2.5% hits | NR3A LBD differential scanning fluorimetry, Tm shift; 0% = protein alone, 100% = glycine-bound protein | AID 1259313 | Tm shift relative to glycine control, % at 25 µM;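 active = melting temperature shift of at least 10% of the positive control shift, at one fixed dose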
APJ ag: APJ receptor agonism; AID 2520; activation, % at 20 µM; 330,000 compounds, 0.11% hits; CHO-K1 APJ PathHunter beta-arrestin, luminescence; 0% DMSO wells, 100% apelin;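 active = activation more than six SD over the plate average, tested at 20 µM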;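 also: 0% = DMSO alone and 100% = apelin-13 at 10 nM; some results filed as inactive read as strong as hits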
Target sequence (P35414 whole entry, looked up): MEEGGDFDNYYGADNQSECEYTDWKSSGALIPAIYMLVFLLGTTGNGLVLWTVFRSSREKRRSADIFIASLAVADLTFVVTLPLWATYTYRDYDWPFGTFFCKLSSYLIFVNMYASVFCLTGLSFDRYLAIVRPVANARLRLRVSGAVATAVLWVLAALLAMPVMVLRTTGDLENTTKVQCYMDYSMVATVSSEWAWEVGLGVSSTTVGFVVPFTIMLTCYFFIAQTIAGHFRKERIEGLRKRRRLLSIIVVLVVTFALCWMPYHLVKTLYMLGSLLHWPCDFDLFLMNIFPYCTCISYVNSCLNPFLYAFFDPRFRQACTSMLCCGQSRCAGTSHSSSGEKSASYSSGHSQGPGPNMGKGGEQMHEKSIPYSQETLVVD
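Material: engineered CHO-K1 APJ arrestin reporter cells; amount: 1000 CHO-K1 reporter cells seeded per well; incubation: compound stimulation 90 min at 25 °C, detection 60 min; signal: luminescent beta-gal fragment complementation, chemiluminescent substrate; read-out basis: APJ agonist activity; controls: DMSO-only wells as negative, 10 nM Apelin-13 as positive control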
beta cell repl: MIN6 beta-cell proliferation induction | MIN6 cells proliferation, ATPlite luminescence, 48 h; cells starved in 0.2% serum; 100% = growth in 10% serum | proliferation, % at 10 µM | 330,000 compounds, 0.29% hits;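 active = compounds whose signal lies at least 3.5 SD above the mean of all wells on their plate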;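 also: 0% = DMSO-treated cells in low-serum medium and 100% = 10% serum control; some compounds called inactive have numbers as strong as hits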
APJ antag: blocks the human apelin receptor APJ; P35414; inhibition, % at 20 µM; CHO-K1 APJ beta-arrestin complementation, luminescence; 330,000 compounds, 0.32% hits;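 active = inhibition above about 40% at 20 µM, limit read from the data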;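 also: cells challenged with 10 nM apelin-13 agonist together with compound; plate controls were apelin-13 plus DMSO wells for no effect and DMSO wells lacking apelin-13 for full effect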
MPTP block: blocks calcium-induced mitochondrial swelling; inhibition, % at 10 µM; isolated mouse mitochondria, Ca2+ swelling absorbance, 30 min; 360,000 compounds, 1.4% hits;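 active = inhibition of 50% or more, scaled per plate between neutral and stimulator controls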;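 also: 0% = DMSO wells given calcium and 100% = 1 mM EGTA wells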
NLRP3 yeast inh: NALP3 inhibition in yeast | Yeast reconstituted NLRP3/ASC/caspase-1, beta-gal luminescence, 24 h | inhibition, % at 10 µM | 330,000 compounds, 0.39% hits | AID 2825;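 active = inhibition of 50% or more; inactive = inhibition below 50%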;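 also: plate controls were induced DMSO wells for no effect and uninduced yeast grown without galactose for full effect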
TIM10 inh: TIM10 yeast growth inhibition | AID 463195 | S. cerevisiae TIM10 strain growth, BacTiter-Glo luminescence, 24 h | inhibition, % at 10 µM | 330,000 compounds, 1.4% hits;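 active = inhibition of 40% or more at the single tested concentration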;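 also: wild-type TIM10 isogenic control strain grown at permissive 25 °C; 0% = DMSO yeast wells and 100% = minimal medium wells without yeast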
tim10-1 inh: inhibits growth of tim10-1 mutant yeast; S. cerevisiae tim10-1 ts strain growth, BacTiter-Glo, 24 h; inhibition, % at 20 µM; 330,000 compounds, 2.2% hits; AID 463190;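 active = inhibition of at least 40%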;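 also: mutant grown at 25 °C; 0% = DMSO wells with yeast and 100% = wells holding no yeast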
tim23-1 inh: growth inhibitors of tim23-1 mutant yeast. S. cerevisiae tim23-1 growth, BacTiter-Glo luminescence, 24 h. 330,000 compounds, 1.3% hits. inhibition, % at 20 µM;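 active = growth inhibition of the mutant yeast at or above 50%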;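 also: temperature-sensitive mutant grown at 25 °C; plate controls were DMSO-treated mutant yeast for no effect and medium wells lacking yeast for full effect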
The depositor's hits bear a star; . = no result given.

SMILES	GRIN3A LBD mod	APJ ag	beta cell repl	APJ antag	MPTP block	NLRP3 yeast inh	TIM10 inh	tim10-1 inh	tim23-1 inh
O=C(Nc1ccc(C#Cc2ccccc2)cc1)C1CC1	9	-3	-2	12	11	30	34	33	18
Cn1c(=O)cc(OCC(=O)N2CCCc3ccccc32)c2ccccc21	-3	-4	-1	14	2.5	16	7	33	15
COc1ccc(-n2c(SCC(=O)NCC3CCCO3)nc3ccccc32)cc1 (stereo not given)	-4	-3	1	14	0.5	10	4	19	21
COc1cc(C=O)c(Br)cc1OCC(=O)NCCc1ccccc1	0	-2	-2	9	0.0	-112	16	34	25
COc1ccccc1C(CNC(=O)c1cc(C)nc2ccccc12)N(C)C (stereo not given)	1	1	-2	-15	-2.4	11	-21	-1	5
CC1=NN(c2nc(-c3ccc(C)cc3)cs2)C(=O)C1N=Nc1ccccc1O (stereo not given)	11*	-7	-5	15	5.8	24	-17	-1	13
COc1ccc(Cl)cc1NC(=O)CN(C)C(=O)/C=C/c1ccco1	2	-1	-4	-12	-0.3	13	8	16	21
CN(C)S(=O)(=O)c1ccc(C(=O)N2CCN=C2SCc2cccnc2)cc1	0	0	-2	3	-0.9	8	3	6	8
O=C(CC(NS(=O)(=O)c1ccc(Cl)cc1)c1ccco1)NCc1cccnc1 (stereo not given)	-5	-1	2	-6	0.0	-3	-5	-4	-11
Cn1ncc([N+](=O)[O-])c1C(=O)NC1CCCCCC1	-2	-6	0	6	-1.3	13	-1	5	14
Cc1nc(N2CCNCC2)c2c3c(sc2n1)CCCC3	0	1	-2	12	0.0	20	-13	2	16
O=Cc1c(NCCc2cccc(F)c2)c2ccccc2[nH]c1=O	0	-3	-4	13	0.9	7	-3	15	33
Cc1cc(NC(=O)CSc2nnc(COc3ccccc3)n2Cc2ccco2)no1	-9	1	-3	8	2.2	10	-17	-17	-6
CCOc1ccc(Cl)cc1S(=O)(=O)N1CCC(C(=O)NCc2ccccn2)CC1	0	1	-2	1	0.0	25	-14	4	-1
NS(=O)(=O)OCCCc1ccccc1	-1	1	-1	6	-1.8	10	13	1	14
Cc1ccc(-c2csc(CC(N)=O)n2)cc1	-1	-2	-2	-1	1.7	18	12	-6	29
O=C(C1CCCN(Cc2cccc(Cl)c2)C1)N1CCCCC1 (stereo not given)	3	1	3	-16	0.2	6	-20	5	2
COc1ccc(OC)c(CNc2c(C=O)c(=O)[nH]c3ccccc23)c1	0	-3	-2	17	0.3	28	-15	-2	22
N#CC(Cc1ccccc1)(Cc1ccccc1)C(=O)NN	1	-2	-2	9	0.4	8	-4	6	4
O=C(Nc1ccccc1-c1ccccc1)NC1CC2CCCC(C1)N2CCc1ccccc1 (stereo not given)	-3	-2	-1	14	-0.4	0	17	8	7
O=C1CNC(=S)N1Cc1ccc(F)cc1	72*	0	-3	15	1.2	13	12	-3	6
CC(=O)c1ccc(N2CCN(c3ccc(S(=O)(=O)N4CCN(C)CC4)cn3)CC2)cc1	0	-3	-3	17	37	25	7	-10	-8
COc1cc(OC)c(CN2CCCN(C)CC2)cc1Br	-1	0	-1	-14	-0.9	-4	-5	-20	0
CCOC(=O)C1(Cc2ccccc2)CCN(Cc2ccc(COC)o2)CC1	0	-2	1	20	3.3	16	-4	2	21
COC(=O)C1=C(COc2ccc(F)cc2)NC(=O)NC1c1ccc(C)cc1C (stereo not given)	-1	4	-1	3	1.0	27	-9	-1	5

Some of these compounds in order of molar mass, largest number first:
SMILES	GRIN3A LBD mod	APJ ag	beta cell repl	APJ antag	MPTP block	NLRP3 yeast inh	TIM10 inh	tim10-1 inh	tim23-1 inh
CCOc1ccc(Cl)cc1S(=O)(=O)N1CCC(C(=O)NCc2ccccn2)CC1	0	1	-2	1	0.0	25	-14	4	-1
Cc1cc(NC(=O)CSc2nnc(COc3ccccc3)n2Cc2ccco2)no1	-9	1	-3	8	2.2	10	-17	-17	-6
COc1ccc(-n2c(SCC(=O)NCC3CCCO3)nc3ccccc32)cc1 (stereo not given)	-4	-3	1	14	0.5	10	4	19	21
COc1ccccc1C(CNC(=O)c1cc(C)nc2ccccc12)N(C)C (stereo not given)	1	1	-2	-15	-2.4	11	-21	-1	5
O=Cc1c(NCCc2cccc(F)c2)c2ccccc2[nH]c1=O	0	-3	-4	13	0.9	7	-3	15	33
Cc1ccc(-c2csc(CC(N)=O)n2)cc1	-1	-2	-2	-1	1.7	18	12	-6	29

(listing goes on)
SMILES	GRIN3A LBD mod	APJ ag	beta cell repl	APJ antag	MPTP block	NLRP3 yeast inh	TIM10 inh	tim10-1 inh	tim23-1 inh
COc1ccc(OC)c(-n2c(C)cc(/C=C3\C(=N)N4N=C(CC(=O)N5CCOCC5)SC4=NC3=O)c2C)c1	0	-3	2	1	-1.5	10	6	26	11
CCOc1ccc(C(=O)Nc2ncccc2Cl)cc1	-1	-2	0	8	0.5	22	13	13	1
CC(OC(=O)c1nsc(Cl)c1Cl)C(=O)NCc1cccs1 (stereo not given)	-1	-5	2	-4	0.0	-2	13	0	10
Cc1nn(C)c(Cl)c1CN1CCC(CO)(CC2CCCCO2)CC1 (stereo not given)	2	-3	3	0	-2.2	-3	4	5	-2
Cc1cc(NC(=S)N(CCCN2CCN(C)CC2)Cc2ccco2)ccc1Cl	1	-2	0	13	46	-2	-12	13	2
COc1ccc(S(=O)(=O)CC(=O)c2cc3cccc(C)c3oc2=O)cc1	-6	-1	-7	-5	1.0	-8	-4	53*	65*
O=C(CSc1cc(Cl)ccc1Cl)NCC1CCCO1 (stereo not given)	-2	-3	1	-5	0.4	2	-1	9	9
O=C(COC(=O)c1ccccc1)NCC1CCCO1 (stereo not given)	3	-1	-1	-8	-0.4	-7	-6	8	6
COc1cccc(C(=O)Nc2ccccc2-c2ccccc2)c1	-1	-4	0	-54	-0.5	20	-4	5	30
c1cnc(N2CCN(c3cnccn3)CC2)nc1	3	-2	1	8	-0.5	9	-1	0	5
Cc1ccccc1NC(=O)CSc1nnc(Cc2ccccc2)c(=O)n1N	1	-4	2	10	2.3	19	3	0	-7
Cc1ccc(S(=O)(=O)N2CCCCC2)cc1NC(=O)Cn1c(=O)cnc2ccccc21	-2	-2	-2	22	1.6	8	17	15	-21
O=C(Nc1ccc(Cl)cc1)NC1CCCc2ccccc21 (stereo not given)	1	3	-2	-11	3.0	1	-16	4	1
CCCCCCCCCCCCOC(=O)C[N+](C)(C)C	0	4	-4	15	.	54*	-41	30	19
Clc1cccc(Cl)c1-c1noc(-c2ccno2)n1	0	0	-2	22	0.5	20	1	0	14
COc1ccc(N2CCCC2)c(NC(=O)c2ccc(Br)o2)c1	3	1	4	-3	0.2	27	1	3	18
COc1ccc(C(=O)N/N=C(/C)c2ccc(N3CCCCC3)cc2)cc1	4	-3	-4	-3	8.4	26	7	-11	-22
O=C(CN1CCCC1)Nc1ccc(NC(=O)Nc2ccccc2Cl)cc1	-3	0	-2	-30	0.1	1	-7	4	7
COc1ccc2[nH]c3c(=O)n(CCc4ccccc4)cnc3c2c1	-3	-3	-5	9	0.7	-7	14	16	2
CC(C)(C)C(=O)Nc1cccc(-c2cc(-c3c(Cl)cccc3Cl)no2)c1	-4	2	-1	3	5.7	13	28	32	32
COc1ccccc1OCC(=O)NCC1CCCN(C(=O)c2ccccc2SC)C1 (stereo not given)	-2	-2	-1	12	2.0	-1	-1	17	10
Fc1ccc2nc(N3CCOCC3)sc2c1	0	-6	-4	1	0.5	-2	-6	9	2
COC(=O)CC1C(=O)NCCN1C(=O)c1ccc(Cl)cc1 (stereo not given)	-1	-3	-5	11	-0.9	6	-16	7	3
C=CCNc1nc(C(=O)OCC(=O)c2ccc(C)c([N+](=O)[O-])c2)cs1	-1	-5	-3	15	-0.5	12	3	-19	-43
N#Cc1c(N2CCCC(O)C2)nc(N)c2c(N)nc3c(c12)CC(=O)N3C12CC3CC(CC(C3)C1)C2 (stereo not given)	0	10	-6	-10	-2.8	9	36	50*	34

(further entries)
SMILES	GRIN3A LBD mod	APJ ag	beta cell repl	APJ antag	MPTP block	NLRP3 yeast inh	TIM10 inh	tim10-1 inh	tim23-1 inh
C=CCOc1ccc(/C=C/C(=O)OCC(=O)NCC2CCCCC2)cc1	-1	-6	-1	16	-2.6	11	7	4	5
c1coc(CNc2c3c(nc4ccccc24)CCC3)c1	-3	4	-6	16	1.0	-10	0	1	7
COC(=O)C1=C(C)NC(=O)CC1c1ccc(F)c(Br)c1 (stereo not given)	-1	-2	4	0	2.0	3	12	0	1
CCC1(CC)Cc2ccccc2-c2nc(NCCO)[nH]c(=O)c21	-4	-4	-2	-17	0.6	12	11	23	15
Cc1ccc(C)c(Cn2nnc3c(=O)[nH]c(C4CCCN(C(=O)C5CCCCC5)C4)nc32)c1 (stereo not given)	0	-6	-3	2	0.4	6	12	17	9
CCN(CC(=O)Nc1c(F)cccc1F)C(=O)c1cc2c(cc1Cl)N1CCCCCC1=NS2(=O)=O	0	-1	0	10	-0.8	-1	1	-12	-8
CCCN(CC(=O)Nc1ccccc1C)C(=O)c1ccc(=O)n(Cc2ccccc2)n1	4	-12	-2	22	-1.3	12	0	12	3
CC(=O)Nc1ccc(OC(=O)c2cccs2)cc1	0	-4	-3	-3	-1.2	-4	4	-2	-3
O=C1CCC2(CC1)NC(=O)N(c1ccccc1)N2	-3	-2	-2	0	0.7	15	-32	-29	1
CCOC(=O)c1ccc(N=C2SC(C(=O)NC)CC(=O)N2CCc2ccccc2)cc1 (stereo not given)	-2	-5	1	0	4.8	10	2	9	2
O=C(Nc1ccc(S(=O)(=O)N2CCCC2)cc1)c1ccc([N+](=O)[O-])o1	27*	4	-6	10	0.3	1	35	19	52*
O=c1[nH]c(/C=C\c2cccnc2)c([N+](=O)[O-])c(=O)[nH]1	1	-2	-3	0	-1.3	17	8	-1	2
O=C(/C=C/c1ccco1)NCC1COc2ccccc2O1 (stereo not given)	0	-3	-1	8	-1.5	25	9	2	-3
O=C(COc1coc(CN2CCCc3ccccc32)cc1=O)Nc1cccc([N+](=O)[O-])c1	-2	-5	1	2	1.1	15	-7	3	0
CC1CCCC(C)N1NC(=S)Nc1ccc(OC(F)F)cc1 (stereo not given)	-1	0	3	-12	1.2	10	17	23	35
COc1cc(-c2nc(-c3ccc4c(c3)-c3ccccc3S4(=O)=O)c(-c3ccccc3)[nH]2)cc(OC)c1OC	4	2	-6	-14	-6.1	24	13	24	25
COC(=O)c1cnn(C(=O)c2cc(OC)ccc2Br)c1N	0	-3	1	-12	-1.0	-3	-4	4	15
COc1ccc(S(=O)(=O)Nc2cc(SCC(=O)O)c(O)c3ccccc23)cc1	-26	-1	-6	-30	1.0	25	33	44*	58*
CNc1oc(-c2ccccc2Cl)nc1C#N	-3	-1	-2	-13	1.9	27	9	-4	14
O=C(O)CSC12CC3CC(C1)CC(C(=O)O)(C3)C2	-1	0	-3	-4	-0.6	13	-16	7	4
CN(C)C(=O)CCc1ccc2c3c([nH]c2c1)[C@]1(C)[C@@H](C(=O)N2CCCCC2)C[C@H](CC(=O)NCCc2ccccn2)C(=O)N1CC3	2	.	.	.	2.1	.	0	8	32
COc1cccc(C2CC(c3ccccc3C)n3nc(N)nc3N2)c1 (stereo not given)	-2	-2	-4	19	-0.7	6	-2	-2	3
CCC1CCCCN1C(=O)NC(=O)c1ccccc1 (stereo not given)	2	2	1	4	-0.6	10	-10	12	2
Cc1ccc(NS(=O)(=O)c2ccc3c(c2)NC(=O)CC(=O)N3)cc1C	0	-3	2	-6	0.9	5	25	21	-1
CCc1ccc2oc(=O)cc(CN3CCOCC3)c2c1	10*	-2	1	19	-0.5	7	0	19	6

Bioassay records as filed in PubChem.
